PKA-R1A activ: activators of PKA-R1A holoenzyme, primary screen, biochemical, fluorescence polarization, Cy5-IP20, bovine R1A, mouse PKAc; cAMP-dependent protein kinase type I-alpha regulatory subunit (Bos taurus) + …; 340,000 compounds, 0.083% hits; activation, % at 11.4 µM; AID 504707, 2011; PKA-R1A dissociation; scaled: DMSO 0%, 113 µM cGMP 100%;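 active means percent activation above the mean of all tested compounds plus 3 SD, cut at about 19% in these data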;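 further: higher means more PKAc released from R1A so a rise in polarization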
PKA-R2B activ: activators of PKA-R2B holoenzyme, primary screen, biochemical, fluorescence polarization, Cy5-IP20, human; PKA-R2B holoenzyme dissociation; R2B truncated from residue 108, S112A mutant; 0% DMSO only, 100% 113 µM cGMP; activation, % at 11.4 µM; 340,000 compounds, 0.079% hits;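 active means activation above a cutoff set at the mean over all compounds plus 3 SD, cut at about 18% in these data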;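 further: higher means more holoenzyme dissociation and a rise in polarization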
HTR5A inv ag: HTR5A inverse agonists in luminescence cell assay, primary screen, counter-screen for OPRM1-OPRD1 heterodimer inverse agonist project, full-deck HTS | 340,000 compounds, 0.083% hits | inhibition, % at 9.3 µM | HTR5A cell line, inverse agonism | AID 504634, 2011 | 5-hydroxytryptamine receptor 5A (Homo sapiens), P47898; in the data active means inhibition mostly above about 23%, no sharp cut-off; inactive means mostly below about 18%;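 further: 0% = cells with DMSO and 100% = no-cell wells with DMSO; some compounds called inactive have numbers as strong as hits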
DAGLB inhibitor: DAGLB lipase inhibitors, primary screen, biochemical, fluorescence, HTS. Diacylglycerol lipase-beta (Homo sapiens), Q8NCG7. HEK293T DAGLB membrane lysate, EnzChek fluorogenic substrate. inhibition, % at 5.17 µM. 340,000 compounds, 0.059% hits; in the data active means inhibition above about 34%;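 further: 0% = enzyme with vehicle and 100% = wells lacking enzyme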
V-ATPase pH: regulators of yeast V-ATPase proton pumping, primary screen, pHLuorin cytosolic pH fluorescence | S. cerevisiae | response, % at 10 µM | 350,000 compounds, 0.37% hits | AID 504577, 2011; in the data active means response mostly above about 7.3%, no sharp cut-off; inactive means mostly below about 5.4%; further: actives read high; inactives centre near 0; some compounds called inactive have numbers as strong as hits; reference of the scale not given here
MOR-DOR inv ag: inverse agonists of MOR-DOR heterodimerization, primary screen, cell-based, luminescence; 340,000 compounds, 0.21% hits; inhibition, % at 9.3 µM; AID 504357, 2011; cell-based MOR-DOR heterodimer luminescence, inverse agonism; Mu-type opioid receptor (Homo sapiens) + Delta-type opioid receptor (Homo sapiens), …; in the data active means inhibition above about 22%, passing the limit was not always enough;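 further: 0% = cells with DMSO and 100% = wells without cells with DMSO; values of inactives mirror those of a sister screen read the other way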
OPRM1-OPRD1 ag: agonists of OPRM1-OPRD1 heterodimerization, primary screen, cell-based, luminescence; Mu-type opioid receptor (Homo sapiens) + Delta-type opioid receptor (Homo sapiens), …; cells; activation, % at 9.3 µM; 340,000 compounds, 0.3% hits; AID 504326, 2011; in the data active means activation above about 18%;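 further: 0% = vehicle-treated cells and 100% = reference agonist; values of inactives mirror those of a sister screen read the other way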
DSG3 Ab inh: inhibitors of pemphigus antibody binding to DSG3, primary screen, biochemical, bead-based, flow cytometry, scFv-GFP; Desmoglein-3 (Homo sapiens), P32926; DSG3-coupled beads, scFv-anti-DSG3-GFP binding; stronger effect = lower value; binding (percent of control), % at 10 µM; 310,000 compounds, 0.48% hits;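 active means binding more than 3 SD below its plate's average and above zero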; further: some compounds called inactive have numbers as strong as hits
Target sequence (P32926 whole entry, looked up): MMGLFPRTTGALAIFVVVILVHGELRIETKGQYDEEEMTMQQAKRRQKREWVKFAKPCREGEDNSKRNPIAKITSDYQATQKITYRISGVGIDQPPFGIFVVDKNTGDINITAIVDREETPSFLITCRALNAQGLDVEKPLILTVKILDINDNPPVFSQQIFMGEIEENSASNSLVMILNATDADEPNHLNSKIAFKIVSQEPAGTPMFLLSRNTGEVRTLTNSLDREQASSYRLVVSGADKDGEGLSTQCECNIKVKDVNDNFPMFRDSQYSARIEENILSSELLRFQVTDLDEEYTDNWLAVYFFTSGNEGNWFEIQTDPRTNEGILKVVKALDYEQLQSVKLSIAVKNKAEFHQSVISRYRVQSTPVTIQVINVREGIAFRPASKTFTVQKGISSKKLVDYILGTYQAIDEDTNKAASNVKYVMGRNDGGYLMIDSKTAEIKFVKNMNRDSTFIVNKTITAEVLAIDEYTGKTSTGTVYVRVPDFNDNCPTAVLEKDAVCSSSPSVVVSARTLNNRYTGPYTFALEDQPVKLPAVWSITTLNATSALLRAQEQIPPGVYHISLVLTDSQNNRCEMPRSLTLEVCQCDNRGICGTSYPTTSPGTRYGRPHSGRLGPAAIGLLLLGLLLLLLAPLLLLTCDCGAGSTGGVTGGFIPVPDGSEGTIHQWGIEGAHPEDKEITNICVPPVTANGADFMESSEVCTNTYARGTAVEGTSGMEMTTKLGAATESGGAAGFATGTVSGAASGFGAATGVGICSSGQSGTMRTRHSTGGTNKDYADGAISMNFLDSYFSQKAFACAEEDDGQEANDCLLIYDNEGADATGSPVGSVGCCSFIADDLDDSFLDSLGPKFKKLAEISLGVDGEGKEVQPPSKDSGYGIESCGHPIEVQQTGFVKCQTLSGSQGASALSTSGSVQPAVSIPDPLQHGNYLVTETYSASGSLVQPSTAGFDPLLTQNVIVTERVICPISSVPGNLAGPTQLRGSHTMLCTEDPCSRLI
Arrestin-AP2 inh: inhibitors of beta-arrestin/AP2 binding, primary screen, biochemical, GPCR trafficking, flow cytometry | beta-arrestin 1 C-terminal peptide binding to AP2 beta2-adaptin appendage (human) | FITC-arrestin peptide / GST-AP2 beads; AP2 beta2 appendage carries R879A mutation | inhibition, % at 10 µM | 340,000 compounds, 0.31% hits | AID 504490, 2011;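 active means inhibition above a set limit, near 3 SD of compounds lacking own fluorescence, cut at about 54% in these data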;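 further: plate controls were DMSO wells for no effect and 5 µM unlabelled arrestin peptide for full effect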
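Material – GST-tagged AP2 beta2-adaptin appendage (R879A) on 4 µm glutathione beads · Probe or stimulus – fluorescein-tagged arrestin peptide at 50 nM final · Timing – 12 min plus 1 h, RT · Detection – bead flow cytometry, FITC channel · Read-out basis – inhibition as reduced fluorescein signal on beads, percent · Medium – PBS plus Tween 20 (0.05%) and BSA (0.1%)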
HTR5A ag: HTR5A agonists in luminescence cell assay, primary screen, counter-screen for OPRM1-OPRD1 heterodimer agonist project, full-deck HTS. 5-hydroxytryptamine receptor 5A (Homo sapiens), P47898. 340,000 compounds, 0.61% hits. AID 504692, 2011. cell-based. activation, % at 9.3 µM; in the data active means activation mostly above about 9.5%, no sharp cut-off; inactive means mostly below about 7.6%;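 further: 0% = cells with vehicle only and 100% = reference agonist; strong numbers were not always called active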
* hit, by the source's call; x = not tested or not shown. Outcome played no part in choosing rows (roughly 2.4% active in at least one column).

SMILES	PKA-R1A activ	PKA-R2B activ	HTR5A inv ag	DAGLB inhibitor	V-ATPase pH	MOR-DOR inv ag	OPRM1-OPRD1 ag	DSG3 Ab inh	Arrestin-AP2 inh	HTR5A ag
CN(c1cccc(NC(=O)c2ccccc2N(Cc2ccccc2)S(C)(=O)=O)c1)S(C)(=O)=O	2	6	-27	-2	0	18	-3.9	100	5	7
CCc1nnc(NC(=O)CCC(=O)NCCc2ccccc2)s1	-13	-8	-8	-1	1	18	-3.4	99	-15	3
COc1cc(O)c(C(CCN2CCOCC2)c2cc(OC)c(OC)c(OC)c2)c(OC)c1 (configuration not stated)	-7	-5	-4	-5	-4	5	-0.8	100	2	1
Cc1cnc(C(=O)OCC(=O)c2ccc(C3CCCCC3)cc2)cn1	-6	-8	-19	-4	16	-9	1.7	103	57*	8
CCOc1ccccc1NC(=O)CSc1nc2ccccc2nc1N1CCOCC1	0	-8	1	-12	-2	3	-0.6	98	7	0
O=C(Nc1ccon1)c1ccc2c(c1)OCO2	5	7	-48	1	-1	-3	0.6	100	2	-4
COc1cccc(NC(=O)c2ccccc2)c1	1	-16	-20	0	4	0	0.0	97	0	7
COc1cc(CNC2CCCCCCC2)c(Br)cc1OCCO	0	-5	-6	-1	-4	8	-1.5	116	5	2
CCOc1ccc(S(=O)(=O)N2CCCC(C(=O)NCc3cccnc3)C2)cc1Cl (configuration not stated)	4	-3	-2	0	3	3	-0.6	102	5	1
NC(=O)c1ccc(NC(=O)COC(=O)CC2Sc3ccccc3NC2=O)cc1 (configuration not stated)	-5	-1	7	0	-7	6	-1.5	x	31	-3
CC(C)c1nc(N2CCOCC2)c(C#N)c2c1CCC2	0	-3	-15	-10	-2	-42	7.7	103	26	4
CCN(CC(=O)NC(C)C)Cc1nc2sc3c(c2c(=O)[nH]1)CCC3	-13	-9	-4	1	0	-1	0.2	101	-13	-4
Cc1[nH]n(-c2ncc(-c3ccccc3)s2)c(=O)c1C(c1ccc(Cl)cc1)C(C#N)C#N (configuration not stated)	5	4	2	15	8	11	-1.9	99	2	-1
Cc1ccc2nc(SCC(=O)N3CCN(c4ccccc4)CC3)nc(=O)n2c1	-1	-8	-14	0	-2	13	-2.0	111	-5	5
CCN(CC)S(=O)(=O)c1ccc(N2CCCC2)c(NS(=O)(=O)c2cccs2)c1	4	7	5	-4	-2	4	-0.8	98	33	-2
CCC(=O)N1CCc2cc(S(=O)(=O)NCCC(=O)N3CCN(c4ccccc4)CC3)ccc21	-6	1	-2	3	-5	8	-1.6	107	12	-1
O=C1Nc2ccccc2/C1=C/c1ccnc2ccccc12	-1	0	8	2	-1	12	-2.8	100	4	-2
Cc1ccc(Cn2nnnc2CN2CCC(c3nc4ccc(Cl)cc4[nH]3)CC2)cc1	-8	-11	6	1	13	2	-0.3	118	11	-4
Cc1ccc(C(C(=O)NC(C)(C)C)N(C(=O)c2csnn2)c2cccc(F)c2)o1 (configuration not stated)	-4	8	12	-2	1	0	-0.1	103	10	0
COc1cccc(/C=N/NC(=S)NC2CC3CCC2C3)c1OC (configuration not stated)	-11	3	9	-16	2	-11	2.2	x	3	1
O=C1CCN(Cc2ccc(O)cc2)CCN1CCO	-17	3	9	-1	-4	-4	0.8	x	8	1
CC(OC(=O)c1cccnc1SCc1cc(=O)n2ccccc2n1)c1ccccn1 (configuration not stated)	1	-4	-19	-1	-4	10	-1.8	101	28	-4
COc1ccccc1C(=O)NCCC(=O)N(Cc1ccco1)Cc1cccs1	3	2	-8	2	1	11	-1.6	100	23	-2
CCOc1ccc(N(CC(=O)NC(C(C)C)C(C)C)S(=O)(=O)c2ccc(OC)c(OC)c2)cc1	1	-3	1	-2	1	14	-2.7	99	28	-2

Entries listed so far printed as active in Arrestin-AP2 inh.
SMILES | PKA-R1A activ | PKA-R2B activ | DAGLB inhibitor | V-ATPase pH | MOR-DOR inv ag | OPRM1-OPRD1 ag | DSG3 Ab inh | Arrestin-AP2 inh
Cc1cnc(C(=O)OCC(=O)c2ccc(C3CCCCC3)cc2)cn1 | -6 | -8 | -4 | 16 | -9 | 1.7 | 103 | 57*

Next structures:
SMILES	PKA-R1A activ	PKA-R2B activ	HTR5A inv ag	DAGLB inhibitor	V-ATPase pH	MOR-DOR inv ag	OPRM1-OPRD1 ag	DSG3 Ab inh	Arrestin-AP2 inh	HTR5A ag
Cn1c(N)c(C(=O)COC(=O)c2ccccc2C(=O)c2ccccc2)c(=O)n(C)c1=O	3	-13	-15	-2	2	13	-3.3	109	-4	6
O=C(c1ccc(OC2CCN(Cc3ccccn3)CC2)cc1)N1CCCC(O)C1 (configuration not stated)	-8	-6	3	2	6	8	-1.8	108	-6	-1
CC1(C)C(/C=C/C=C/C=C/C=C2\N(CCCCS(=O)(=O)O)c3ccc4ccccc4c3C2(C)C)=[N+](CCCCS(=O)(=O)[O-])c2ccc3ccccc3c21	-7	-2	-24	27	2	-7	1.3	33*	42	-2
O=C(CCn1c(=O)c2cccn2c2cccnc21)N1CCN(c2cccc(Cl)c2)CC1	-14	-4	-7	-1	1	15	-2.9	104	-10	2
Fc1cc(F)c(NC(=S)N2CCOCC2)c(F)c1	5	7	1	-3	1	7	-1.4	115	34	0
COC(=O)c1cccc(COC(=O)c2cccnc2SC)c1	0	-7	9	-2	1	4	-0.8	85	-3	-4
Cc1ccc(CCCOC(=O)C[N+]2(C)CCOCC2)cc1	8	4	4	4	-5	10	-1.7	93	-10	-1
CC(C)c1ccc(CNc2ncc(Br)cn2)cc1	1	3	-9	-6	7	-32	6.6	103	-1	2
O=C(c1ccc2c(=O)n3c(nc2c1)CCCCC3)N1CCN(c2ccc(F)cc2)CC1	6	13	-12	0	-6	11	-2.1	101	19	4
N#Cc1cc(-c2ccccc2)nnc1Sc1ccc(F)cc1	5	3	5	0	-7	12	-2.6	87	21	2
COc1cccc(NC(=O)C(=O)NCCCn2ccnc2)c1	-7	-4	6	1	7	4	-0.8	91	-6	0
CC(C)Cc1nnc(NC(=O)C23CC4CC(CC(C4)C2)C3)s1	6	0	-8	-3	-2	-11	2.2	97	8	2
COc1ccc(/C=N/NC(=O)c2cccc(C(F)(F)F)c2)cc1	7	-3	7	-4	13*	13	-2.8	98	15	-3
COc1ccccc1S(=O)(=O)N(C)C[C@H]1OCc2cnnn2CCCC(=O)N([C@H](C)CO)C[C@H]1C	-1	-5	x	-4	-2	x	x	101	x	x
COc1ccc(C(=O)NCc2nnc(SCC(=O)c3ccccc3)n2C)cc1	-1	-1	2	0	3	1	-0.3	113	-36	4
CCOC(=O)c1nc2cc3n(c(C)c-2c1C)C(C)C(C)=C3C (configuration not stated)	-4	-10	10	1	2	4	-0.7	124	-5	-4
COC(=O)[C@@H]1C[C@@]2(O)[C@H](O)[C@H](O)[C@H](O)C[C@H]2N1CC1CC1	2	2	-32	-1	-14	1	-0.1	98	-8	-6
CC1(CCc2ccccc2)NC(=O)N(CC(=O)O)C1=O (configuration not stated)	-8	-3	4	2	8	22	-4.2	90	-14	5
COc1c(C)cc(C(=O)C2CCCN(C(=O)/C=C/c3ccccn3)C2)cc1C (configuration not stated)	-7	-4	6	-1	-1	21	-4.1	99	23	2
COc1ccc(S(=O)(=O)N2c3ccc(F)cc3CCC2C)cc1 (configuration not stated)	7	-1	-14	-4	-4	10	-2.0	109	-3	9
Cc1cc(N2CCCC2=O)ccc1S(=O)(=O)Nc1c(C)nn(C)c1C	3	9	1	-2	5	9	-1.9	102	6	0
Cc1cc(-c2ccc(S(=O)(=O)N3CCN(c4cccc(C(F)(F)F)c4)CC3)s2)on1	-6	-1	-11	-5	2	4	-0.7	80	22	3
CC(C)CNC(=O)c1ccc(COc2ccc(Cl)cc2Cl)o1	1	-5	-14	-2	-2	-12	2.0	106	-6	4
Clc1ccc(-c2nnc(SCc3nc4ccccc4s3)o2)cc1	-6	-7	-24	-7	0	-10	1.6	92	-76	-1
COc1ccc(OC)c(-c2nn(-c3ccccc3)cc2C(=O)NCC(c2ccco2)N2CCCC2)c1 (configuration not stated)	0	-3	-24	-1	-3	12	-3.1	x	28	9
CCOc1ncccc1C(=O)OCC(=O)N1CC(=O)Nc2ccccc21	-3	-1	17	3	-2	4	-0.8	98	19	1
COc1ccc(S(=O)(=O)N2CCOCC2)cc1NC(=O)CN1C(=O)NC2(CCCCC2C)C1=O (configuration not stated)	-4	-9	18	2	-2	4	-1.0	108	-5	-7
CCC(=O)Nc1cccc(C2=NOC3(C2)C[C@@H](C(N)=O)N(C(=O)c2ccc(OC)cc2)C3)c1 (some centres not stated)	3	-2	3	3	1	12	-2.5	103	8	-1
COc1cc(/C=C/c2cccc[n+]2C)ccc1OCC(=O)Nc1ccccc1	-3	-8	0	-2	0	18	-2.9	100	-6	-3
CN(Cc1ccccc1)CC(O)COc1ccc(CNCCc2cccnc2)cc1 (configuration not stated)	-15	-4	-1	-1	2	3	-0.6	109	0	1
CC(=O)[C@H]1[C@H](C#N)C[C@H]2[C@@H]3CC=C4C[C@@H](O)CC[C@]4(C)[C@H]3CC[C@@]21C	-2	6	-31	3	7	10	-1.9	124	9	0
NC1=NC(=O)/C(=C\c2ccco2)S1	2	7	3	1	1	-7	1.3	98	-8	0
S=c1nccc(-c2ccc3c(c2)CCO3)[nH]1	-8	1	-6	-7	-3	13	-2.6	98	15	1
COc1cccc(N2CC(O)Cn3c2nc2c3c(=O)n(CCCc3ccccc3)c(=O)n2C)c1 (configuration not stated)	-2	5	7	-3	-5	-16	2.9	108	-3	-3
COc1ccccc1N(CC(=O)NC1CCCCC1)C(=O)c1csnn1	-8	-8	-24	4	1	10	-1.7	102	28	9
O=C(NCc1ccccc1)C1CCCN1S(=O)(=O)c1cccc2cccnc12 (configuration not stated)	2	0	-7	0	-1	12	-2.3	109	-3	2
Cc1cccc(N2CCN(C(=O)Cc3ccc(-n4c(=O)[nH]c5ccsc5c4=O)cc3)CC2C)c1 (configuration not stated)	-2	7	-10	2	0	8	-1.4	103	3	4
COc1ccc(-c2nnc(CSc3nc4ccccc4c(=O)n3C)o2)cc1OC	-11	9	-24	1	-1	0	-0.1	99	-2	0

High-throughput results as filed in PubChem.
